697 NFkB inh = inhibitors of PMA/ionomycin-induced NF-kB reporter, 697 cells, primary screen, B-cell NF-kB inhibitor project, cell-based, luminescence, uHTS. 697 B-cell NF-kB luciferase reporter, 16 h. inhibition, % at 4 µM. hit rate 0.33% among 330,000. AID 435022, 2010; in the data active = inhibition above about 35%
EBI2 antag = EBI2 receptor antagonists, beta-arrestin recruitment, primary screen, cell-based, luminescence, 7a,25-OHC stimulation, uHTS; 7a,25-OHC stimulated; inhibition, % at 5 µM; hit rate 0.81% among 360,000; AID 651636, 2012; G-protein coupled receptor 183 (Homo sapiens), P32249; in the data active = inhibition above about 38%;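 also: enzyme fragment complementation signal reports receptor beta-arrestin coupling in cells; 0% = agonist plus DMSO wells and 100% = wells without agonist; some results beyond the cut were filed as inactive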
Target sequence (P32249 whole entry, looked up, the tested form may be a part): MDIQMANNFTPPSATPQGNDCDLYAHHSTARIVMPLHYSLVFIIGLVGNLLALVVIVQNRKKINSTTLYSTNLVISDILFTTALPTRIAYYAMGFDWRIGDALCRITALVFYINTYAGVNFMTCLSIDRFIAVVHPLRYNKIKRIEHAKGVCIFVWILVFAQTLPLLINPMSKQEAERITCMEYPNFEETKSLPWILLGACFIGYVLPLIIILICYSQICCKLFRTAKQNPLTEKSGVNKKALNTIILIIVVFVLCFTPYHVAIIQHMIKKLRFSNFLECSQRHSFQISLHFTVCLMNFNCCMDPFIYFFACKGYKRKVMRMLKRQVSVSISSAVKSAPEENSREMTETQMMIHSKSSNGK
Gli-Sufu antag = Gli-Sufu pathway antagonists, primary screen, luciferase luminescence, Sufu-KO-LIGHT cells, uHTS; Sufu-KO-LIGHT fibroblasts, Gli luciferase reporter luminescence; inhibition, % at 5 µM; hit rate 0.74% among 340,000; AID 588413, 2011;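 active = inhibition above about 55%, limit read from the data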;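 also: 0% = DMSO-treated cells and 100% = wells with medium but no cells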
SENP8 block = SENP8 protease inhibitors, primary screen, biochemical, luminescence; Sentrin-specific protease 8 (Homo sapiens), Q96LD8; purified SENP8, Z-RLRGG-aminoluciferin cleavage; inhibition, % at 10 µM; hit rate 1.2% among 330,000; AID 2540, 2010
Apaf-1 inh = inhibitors of human Apaf-1 apoptosome, primary screen, biochemical, DEVD-Rh110 fluorescence, uHTS. reconstituted apoptosome caspase-3 activity. inhibition, % at 20 µM. hit rate 0.71% among 330,000; active = inhibition of at least 40% at 20 µM;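 also: plate controls were DMSO wells for no effect and DEVD-CHO caspase inhibitor wells for full effect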
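Assay system: Apoptosome proteins | Medium: pH 7.5 Hepes buffer with CHAPS, BSA, DTT | Also added: Cytochrome c and DEVD-Rh110 substrate | Times: 30 min plus 50 min, RT | Detection: Rhodamine 110 fluorescence at Ex 480/Em 540 nm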
Jurkat NFkB inh = inhibitors of induced NF-kB luciferase reporter, primary screen, TCR NF-kB activation inhibitor project, cell-based, luminescence, uHTS; AID 435003, 2010; hit rate 0.53% among 330,000; inhibition, % at 4 µM; Jurkat, PMA/ionomycin-induced NF-kB luciferase reporter
UBC13 inh = UBC13 polyubiquitin chain formation inhibitors, primary screen, biochemical, TR-FRET, uHTS. inhibition, % at 20 µM. AID 485273, 2010. hit rate 0.47% among 330,000; in the data active = inhibition above about 45%, passing the limit was not always enough
Target sequence (P61088 whole entry, looked up): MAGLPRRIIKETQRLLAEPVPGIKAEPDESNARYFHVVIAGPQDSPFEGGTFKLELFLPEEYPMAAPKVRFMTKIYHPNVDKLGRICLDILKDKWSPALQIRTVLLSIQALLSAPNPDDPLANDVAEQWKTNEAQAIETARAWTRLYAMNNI
CCR6 antag = CCR6 receptor antagonists, primary screen, cell-based, CHO-K1, luminescence, beta-arrestin, uHTS. CHO-K1 CCR6 PathHunter beta-arrestin, CCL20-stimulated. C-C chemokine receptor type 6 (Homo sapiens), P51684. hit rate 0.49% among 340,000. inhibition, % at 20 µM;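 active = compounds whose inhibition of the agonist-driven luminescence signal at 20 µM reaches about 50%, limit read from the data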;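 also: cells stimulated with CCL20 at 14 nM final; plate controls were DMSO with CCL20 for no effect and DMSO without agonist for full effect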
Target sequence (P51684 whole entry, looked up): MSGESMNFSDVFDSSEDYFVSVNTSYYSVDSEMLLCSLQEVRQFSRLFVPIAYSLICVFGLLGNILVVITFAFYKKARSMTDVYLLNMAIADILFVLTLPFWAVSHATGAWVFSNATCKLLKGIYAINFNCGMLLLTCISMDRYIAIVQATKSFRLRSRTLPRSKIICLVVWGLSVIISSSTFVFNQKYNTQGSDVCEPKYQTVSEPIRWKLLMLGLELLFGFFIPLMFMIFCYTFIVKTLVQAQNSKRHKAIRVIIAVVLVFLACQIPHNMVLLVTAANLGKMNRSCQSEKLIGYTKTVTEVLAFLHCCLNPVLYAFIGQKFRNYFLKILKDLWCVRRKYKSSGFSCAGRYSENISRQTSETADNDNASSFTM
* hit, by the source's call; . = no result given. Rule as the data show it, unless noted: active = inhibition above about 50%; inactive = the rest. An excerpt. The share of hits here may be higher or lower than overall.

1. C=CC[C@@H](CC(=O)N[C@H](CO)Cc1ccccc1)C(=O)N[C@@H](COC(=O)[C@@H](CC=C)CC(=O)OC(C)(C)C)Cc1ccccc1
2. CN(C)S(=O)(=O)N1CCC(Oc2ccc(C(=O)NCC(C)(C)CO)cc2)CC1
3. CCN(C(=O)CSc1ncnc2c1cnn2-c1ccccc1)C1CCS(=O)(=O)C1 (stereo not drawn)
4. CCc1cccc(NC(=O)Cc2ccc([N+](=O)[O-])cc2)c1
5. Cn1nc(C(=O)N2CCN(c3ccc(Cl)cc3)CC2)c2c1-c1ccccc1S(=O)(=O)C2
6. COCCn1c(C)cc(C(=O)CSc2nc3ccccc3s2)c1C
Screen / compound no.	1	2	3	4	5	6
697 NFkB inh	3.6	2.9	-5.5	14.7	-12.8	-186.6
EBI2 antag	20.5	-12.8	2.2	-7.2	4.7	3.5
Gli-Sufu antag	-0.1	7.5	-5.7	-1.1	-16.5	0.2
SENP8 block	8.9	-2.4	11.4	-6.7	0.3	20.7
Apaf-1 inh	17.0	-3.0	-0.3	0.9	4.4	5.8
Jurkat NFkB inh	9.2	12.2	-10.7	8.7	5.7	-98.8
UBC13 inh	2.0	-7.6	4.1	8.0	-4.7	2.0
CCR6 antag	10.2	0.1	9.5	9.3	5.2	22.2

7. COc1ccc(-c2nn(-c3ccccc3C)cc2CNCc2cccnc2)cc1F
8. Cc1ccc(-c2nc(N)sc2CC(=O)OCC(=O)NCCC(C)C)cc1
9. C=CCn1c(SCC(=O)NC(=O)NCc2ccco2)nc2sc(CC)cc2c1=O
10. CCOc1ccccc1C(=O)Nc1cc(Cl)ccc1O
11. Cc1cccc(NC(=S)NCCc2ccccc2)n1
12. Cc1ccc(-n2ncc(C(=O)Nc3cc(Cl)ccc3Cl)c2C2CCNCC2)cc1
Screen / compound no.	7	8	9	10	11	12
697 NFkB inh	4.6	21.1	-14.8	4.3	-30.5	-11.8
EBI2 antag	6.3	-1.1	-1.5	16.5	20.8	-3.1
Gli-Sufu antag	5.5	57.7*	-3.8	13.5	0.2	.
SENP8 block	-5.4	-5.5	-8.3	-5.3	-2.4	-2.1
Apaf-1 inh	3.5	17.2	1.6	14.1	9.9	2.9
Jurkat NFkB inh	-3.4	5.5	-15.4	-26.6	-3.3	-25.6
UBC13 inh	-11.6	-8.0	-6.4	5.0	5.1	8.3
CCR6 antag	10.5	15.7	-8.3	-2.8	0.6	4.9

13. Cc1cc(N/C=C(\C#N)S(=O)(=O)c2ccccc2Cl)nc(C)n1
14. COc1ccc(S(=O)(=O)N2CCCC(C(=O)Nc3cccnc3)C2)cc1Cl (stereo not drawn)
15. Cc1ccc(-c2nn(-c3ccccc3)cc2C(=O)NCC(c2cccs2)N2CCOCC2)cc1 (stereo not drawn)
16. CCOC(=O)c1[nH]c2ccc(C)cc2c1N=CN(CC)CC
17. CCCCc1nnc(NC(=O)C2CCN(c3ncnc4sc(C)c(C)c34)CC2)s1
18. COc1ccc(-n2nnnc2SC(C)C(N)=O)cc1 (stereo not drawn)
Screen / compound no.	13	14	15	16	17	18
697 NFkB inh	-5.4	-3.0	-4.3	-4.1	-14.8	2.3
EBI2 antag	-10.1	-6.5	5.6	4.2	0.4	-4.1
Gli-Sufu antag	-0.7	-18.7	-0.5	-9.7	0.6	-3.4
SENP8 block	2.2	0.1	-16.6	1.1	-16.0	-1.9
Apaf-1 inh	-14.6	-3.7	27.4	-2.6	24.8	-30.2
Jurkat NFkB inh	11.8	20.6	-14.2	10.5	-18.5	7.7
UBC13 inh	-0.9	7.3	-2.7	1.6	-6.0	-6.5
CCR6 antag	5.3	-1.4	15.8	4.7	2.1	-6.5

19. O=C(CCN1C(=O)c2cccc3cccc(c23)C1=O)Nc1ccccc1
20. COCCN1C(=O)N(c2cccc(OC)c2)C(=O)C1CC(=O)Nc1ccc(OC)cc1 (stereo not drawn)
21. Cc1cc(=O)oc2cc(OCC(=O)NCCCN3CCOCC3)c(Cl)cc12
22. COc1ccccc1N(CC(=O)Nc1cc(C)on1)S(=O)(=O)c1cccc(C(F)(F)F)c1
23. O=[N+]([O-])c1ccccc1SNc1ccc(Br)cn1
24. O=C(NCc1ccco1)c1ccc2c(=O)n(-c3ccccc3)c(=O)n(Cc3cccc(F)c3)c2c1
Screen / compound no.	19	20	21	22	23	24
697 NFkB inh	-3.1	-4.8	13.4	-2.6	9.5	-12.3
EBI2 antag	-6.9	1.1	11.4	-2.6	6.0	24.4
Gli-Sufu antag	-5.8	-5.8	0.0	7.1	-9.0	.
SENP8 block	-2.4	3.7	6.2	7.1	0.9	1.7
Apaf-1 inh	-6.5	-7.6	-3.5	-20.0	1.5	8.6
Jurkat NFkB inh	4.4	-0.9	4.2	11.9	1.9	7.6
UBC13 inh	-11.9	2.2	8.1	16.0	2.7	-4.6
CCR6 antag	3.5	-2.1	5.8	9.1	27.3	.

25. CCOC(=O)C1CCN(c2nc3ccccc3nc2C(C#N)C(=O)OC(C)COC)CC1 (stereo not drawn)
26. CCOC(=O)C1(CC2CC2)CCN(S(=O)(=O)/C=C/c2ccccc2)CC1
27. COc1cccc(Nc2nc3cc(OC)ccc3cc2C#N)c1
28. CC(C)(C)c1ccc(C(=O)N2CCC(C(=O)N3CCCCC3)CC2)cc1
29. CNS(=O)(=O)c1cn(CC(=O)NCc2ccccc2OC)cc1S(=O)(=O)NC
30. Cc1cc(SCC(=O)c2cccs2)nc2c(C)cccc12
Screen / compound no.	25	26	27	28	29	30
697 NFkB inh	6.1	11.4	14.4	-7.9	8.7	-17.0
EBI2 antag	24.8	15.4	15.0	-10.0	7.1	-7.2
Gli-Sufu antag	3.1	4.7	-1.8	-8.3	13.3	-16.3
SENP8 block	4.4	-16.1	-8.3	2.8	-13.6	-10.0
Apaf-1 inh	7.1	17.9	-0.2	-2.0	1.2	13.6
Jurkat NFkB inh	7.3	-0.1	3.0	10.7	-6.6	-1.4
UBC13 inh	5.8	-1.0	21.6	-1.1	-3.2	1.0
CCR6 antag	15.8	10.2	4.0	4.4	11.2	10.7

31. CCOc1cc(/C=N/N=C2/NC(=O)C(CC(=O)O)S2)ccc1OS(=O)(=O)c1ccc(C)cc1 (stereo not drawn)
32. CCOc1ccc(NC(=O)c2nnn(CC(=O)Nc3ccccc3OC)c2N)cc1
33. Cc1ccsc1C(=O)OCC(=O)N(C)C1CCCCC1
34. Cc1nnc(SCC(=O)NNC(=O)c2ccc(Cl)cc2)s1
35. Cc1ccc2occ(/C=N/NC(N)=S)c(=O)c2c1
36. N#Cc1ccccc1OCC(=O)NCCNC(=O)COc1ccccc1C#N
Screen / compound no.	31	32	33	34	35	36
697 NFkB inh	11.2	-38.7	-112.6	12.2	3.7	25.9
EBI2 antag	-2.7	-10.7	-1.4	0.1	1.0	-4.9
Gli-Sufu antag	-3.3	-19.6	-78.2	-11.9	-11.4	-7.2
SENP8 block	-0.8	-6.6	9.1	0.8	3.9	-9.3
Apaf-1 inh	18.5	12.4	2.0	1.1	-34.0	3.1
Jurkat NFkB inh	-8.6	-32.3	4.2	1.1	-8.1	3.9
UBC13 inh	-13.5	-2.3	7.2	5.8	-5.1	0.4
CCR6 antag	1.1	-7.1	3.8	-14.5	6.0	7.0

37. COCCNC(=O)CS(=O)Cc1nc(-c2ccccc2C)oc1C (stereo not drawn)
38. O=C(O)CCCC(=O)Nc1ccc(C(=O)N2CCCCC2)cc1
39. COc1ccc(C(=O)OCCCN(C)C)cc1OC
40. CNC(=O)c1cc(S(=O)(=O)N(C)C)ccc1Cl
41. NNC(=S)Nc1c(F)cc(F)cc1Br
42. O=C(NCCc1cccc(F)c1)/C(=C/c1cccnc1)NC(=O)c1ccccc1
Screen / compound no.	37	38	39	40	41	42
697 NFkB inh	7.3	12.5	1.3	6.8	5.7	9.6
EBI2 antag	1.6	-6.3	-9.2	-10.6	-9.8	-9.2
Gli-Sufu antag	1.5	3.7	6.1	1.7	-10.8	-4.7
SENP8 block	2.0	-5.9	1.8	-0.4	0.4	-1.9
Apaf-1 inh	-1.1	-7.5	0.7	-3.4	-0.4	-14.1
Jurkat NFkB inh	-6.0	11.2	4.1	-5.3	6.3	12.2
UBC13 inh	1.6	3.9	-10.3	13.2	-3.9	2.2
CCR6 antag	-11.5	0.2	3.7	-11.2	-7.0	11.1

43. N#Cc1c(N2C(=O)Nc3ccccc3N2O)sc2c1CCCCCC2
44. Cc1ccc(OC(C)C)c(CN(CCO)CCO)c1
45. COc1cc(C2C(C(=O)N3CCOCC3)=C(C)NC3=C2C(=O)CCC3)ccc1OC(C)=O (stereo not drawn)
46. CS(=O)(=O)N(CC(=O)Nc1ccccc1F)C1CCCCC1
47. CCNC(=O)C(CCSC)NS(=O)(=O)c1ccc(C)cc1 (stereo not drawn)
48. Cc1ccc(Cn2c(SCC(=O)N(C)C3CCS(=O)(=O)C3)nc3ccccc3c2=O)cc1 (stereo not drawn)
Screen / compound no.	43	44	45	46	47	48
697 NFkB inh	11.9	-21.4	8.1	-12.3	-2.1	-20.5
EBI2 antag	-6.6	-4.9	1.0	9.5	-15.4	-10.8
Gli-Sufu antag	0.3	2.6	-1.0	0.7	7.9	-1.0
SENP8 block	2.7	-2.3	4.4	-8.6	2.5	-1.5
Apaf-1 inh	-4.8	-5.5	-12.2	-3.5	-7.2	19.3
Jurkat NFkB inh	2.7	-8.1	11.6	-1.6	-9.9	4.9
UBC13 inh	-11.0	4.8	7.4	0.2	4.5	-5.6
CCR6 antag	1.0	-7.8	6.5	9.1	6.7	5.0

49. C=CCOC(=O)c1[nH]c2c(c1C)C(=O)CC(c1ccco1)C2 (stereo not drawn)
50. O=C(COC(=O)c1c[nH]c(=O)[nH]c1=O)Nc1cccc([N+](=O)[O-])c1
51. O=C1OC(c2ccc(Br)cc2)=N/C1=C\c1ccco1
52. CCCC(=O)Nc1ccc(NC(=O)c2cccc(OC)c2)cn1
Screen / compound no.	49	50	51	52
697 NFkB inh	-15.2	18.2	-35.4	-3.7
EBI2 antag	.	11.7	-6.9	-14.2
Gli-Sufu antag	53.7	0.9	-13.3	-13.4
SENP8 block	-11.7	0.3	-11.8	-11.4
Apaf-1 inh	9.5	-7.8	-1.2	-9.3
Jurkat NFkB inh	73.5*	6.3	-16.1	-9.2
UBC13 inh	3.6	66.3*	-10.7	3.2
CCR6 antag	14.4	18.9	8.1	2.9

Gathered by group: those above containing an aryl thioether with sulfur outside any ring.
3. CCN(C(=O)CSc1ncnc2c1cnn2-c1ccccc1)C1CCS(=O)(=O)C1 (stereo not drawn)
6. COCCn1c(C)cc(C(=O)CSc2nc3ccccc3s2)c1C
9. C=CCn1c(SCC(=O)NC(=O)NCc2ccco2)nc2sc(CC)cc2c1=O
18. COc1ccc(-n2nnnc2SC(C)C(N)=O)cc1 (stereo not drawn)
30. Cc1cc(SCC(=O)c2cccs2)nc2c(C)cccc12
34. Cc1nnc(SCC(=O)NNC(=O)c2ccc(Cl)cc2)s1
48. Cc1ccc(Cn2c(SCC(=O)N(C)C3CCS(=O)(=O)C3)nc3ccccc3c2=O)cc1 (stereo not drawn)
Screen / compound no.	3	6	9	18	30	34	48
697 NFkB inh	-5.5	-186.6	-14.8	2.3	-17.0	12.2	-20.5
EBI2 antag	2.2	3.5	-1.5	-4.1	-7.2	0.1	-10.8
Gli-Sufu antag	-5.7	0.2	-3.8	-3.4	-16.3	-11.9	-1.0
SENP8 block	11.4	20.7	-8.3	-1.9	-10.0	0.8	-1.5
Apaf-1 inh	-0.3	5.8	1.6	-30.2	13.6	1.1	19.3
Jurkat NFkB inh	-10.7	-98.8	-15.4	7.7	-1.4	1.1	4.9
UBC13 inh	4.1	2.0	-6.4	-6.5	1.0	5.8	-5.6
CCR6 antag	9.5	22.2	-8.3	-6.5	10.7	-14.5	5.0

Source: PubChem BioAssay
